High-throughput results: PubChem, The Scripps Research Institute Molecular Screening Center
MITF inh: human MITF inhibition, primary screen; O75030; AlphaScreen MITF homodimerization, bead proximity signal; inhibition, % at 2.6 µM; actives 0.91% (n = 650,000); AID 1259374; in the data active = inhibition above about 50%;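 also: 0% = vehicle wells with protein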
Target sequence (O75030 whole entry, looked up): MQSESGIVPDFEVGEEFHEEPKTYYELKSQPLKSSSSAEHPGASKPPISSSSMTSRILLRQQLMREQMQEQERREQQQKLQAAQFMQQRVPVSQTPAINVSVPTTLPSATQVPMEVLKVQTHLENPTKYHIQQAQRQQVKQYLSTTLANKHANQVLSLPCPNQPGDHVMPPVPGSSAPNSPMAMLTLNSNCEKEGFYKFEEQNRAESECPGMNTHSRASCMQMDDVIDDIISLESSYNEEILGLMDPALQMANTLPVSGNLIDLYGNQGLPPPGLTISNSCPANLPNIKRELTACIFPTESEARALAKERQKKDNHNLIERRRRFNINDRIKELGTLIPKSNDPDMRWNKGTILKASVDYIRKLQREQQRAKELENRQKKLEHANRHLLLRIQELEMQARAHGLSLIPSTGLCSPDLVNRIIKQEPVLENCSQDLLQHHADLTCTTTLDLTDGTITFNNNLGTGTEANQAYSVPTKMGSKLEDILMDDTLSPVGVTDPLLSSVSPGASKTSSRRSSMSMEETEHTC
FBW7 act: activators of human E3 ligase FBW7; Q969H0; AlphaScreen FBW7–phospho-cyclin E peptide binding, activator screen; normalized activity (activation), % at 26.1 µM; actives 0.13% (n = 650,000); AID 1259310; in the data active = normalized activity above about 1.9%;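 also: purified mutant Fbw7 with reduced substrate affinity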
TEAD-YAP block: TEAD-YAP interaction inhibition; HEK-TIYL cells, TEAD-Gal4/YAP UAS-luciferase luminescence; inhibition, % at 9.12 µM; actives 1.4% (n = 640,000); AID 1259422; in the data active = inhibition above about 32%;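 also: 0% = median of test compound wells and 100% = reference inhibitor wells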
GPR151 ag: activates the human receptor GPR151; Q8TDV0; PathHunter beta-arrestin GPR151 cells, luminescence; activation, % at 11.2 µM; actives 1% (n = 650,000); AID 1508602; in the data active = activation above about 4.9%;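 also: 0% = median of compound wells and 100% = cells with positive control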
Target sequence (Q8TDV0 whole entry, looked up): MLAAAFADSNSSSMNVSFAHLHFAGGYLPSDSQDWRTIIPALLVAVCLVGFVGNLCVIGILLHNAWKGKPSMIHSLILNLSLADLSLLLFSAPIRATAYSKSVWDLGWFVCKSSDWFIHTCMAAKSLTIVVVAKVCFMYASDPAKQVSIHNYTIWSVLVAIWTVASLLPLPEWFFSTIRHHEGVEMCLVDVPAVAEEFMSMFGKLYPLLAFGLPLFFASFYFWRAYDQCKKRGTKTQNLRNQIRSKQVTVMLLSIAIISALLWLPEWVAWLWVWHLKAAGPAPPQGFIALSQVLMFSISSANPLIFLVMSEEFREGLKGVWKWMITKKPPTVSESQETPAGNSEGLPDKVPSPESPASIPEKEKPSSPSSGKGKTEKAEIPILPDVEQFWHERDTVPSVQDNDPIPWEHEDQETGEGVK
The depositor's hits bear a star.

Results for CCOC(=O)C1(CCOC)CCN(Cc2cnc(-c3cccc(C)c3)nc2)CC1 ?
MITF inh: -4.6; FBW7 act: 0.0; TEAD-YAP block: -1.1; GPR151 ag: -1.1

What do the screens show for `C=CCn1c(SCC(=O)N(CC)c2ccccc2)nnc1-c1ccccc1O`?
MITF inh: 22.4; FBW7 act: 0.2; TEAD-YAP block: 20.3; GPR151 ag: -1.1

What do the screens show for `CCOC(=O)C1=C(C)N(Cc2ccccc2)C(=O)NC1c1ccc([N+](=O)[O-])cc1` (stereo unspecified)?
MITF inh: -2.9; FBW7 act: -0.1; TEAD-YAP block: -0.8; GPR151 ag: -1.3

How did c1ccc2[nH]c(CNc3nc(Nc4ccncn4)nc4c3ncn4-c3ccsc3)nc2c1 do in these assays?
MITF inh: -0.9; FBW7 act: -0.2; TEAD-YAP block: 82.3*; GPR151 ag: -1.6

Results for CCc1cccc(CC)c1N(COC)C(=O)Cn1c(CO)nc2ccccc21 ?
MITF inh: -2.5; FBW7 act: 0.1; TEAD-YAP block: -5.5; GPR151 ag: 0.8

How did O=C1CCCN1CCn1cnc2c(Nc3ccc(N4CCOCC4)cc3)nc(NC3CCC(O)CC3)nc21 (stereo unspecified) do in these assays?
MITF inh: -3.4; FBW7 act: -0.1; TEAD-YAP block: -3.5; GPR151 ag: -0.6

How did CN1C(=O)c2ccc(NC(=O)c3ccc(S(=O)(=O)N4CCOCC4)cc3)cc2C1=O do in these assays?
MITF inh: 9.5; FBW7 act: -0.1; TEAD-YAP block: 3.4; GPR151 ag: -0.3

How did CC(=O)c1c(C)[nH]c(C(=O)N2CCN(C(=O)c3ccco3)CC2)c1C do in these assays?
MITF inh: 5.0; FBW7 act: 0.1; TEAD-YAP block: -6.3; GPR151 ag: -1.1

What do the screens show for `O=C(O)/C=N/n1nnnc1Nc1ccccc1`?
MITF inh: 1.0; FBW7 act: -0.4; TEAD-YAP block: -3.3; GPR151 ag: -0.4

How did COC(=O)c1ccccc1S(=O)(=O)C1CCN(CC(=O)c2ccc(F)cc2)CC1 do in these assays?
MITF inh: 3.6; FBW7 act: -0.1; TEAD-YAP block: 2.7; GPR151 ag: -2.0

What do the screens show for `CCOC(=O)c1ccc(NC(=O)CSc2nnc(NC(=O)C(C)C)s2)cc1`?
MITF inh: -0.6; FBW7 act: -0.1; TEAD-YAP block: -6.8; GPR151 ag: 1.1

What do the screens show for `COC(=O)c1ccc2c(=O)n(C3CCCCC3C)c(=S)[nH]c2c1` (stereo unspecified)?
MITF inh: 2.8; FBW7 act: 0.0; TEAD-YAP block: 2.5; GPR151 ag: 0.2

What do the screens show for `COc1ccc(OC)c(NS(=O)(=O)c2c(C)n(C)c(=O)n(C)c2=O)c1`?
MITF inh: -12.8; FBW7 act: 0.0; TEAD-YAP block: 0.0; GPR151 ag: -0.7

How did CN1CCCCC1=NCCn1cnc2c1c(=O)n(C)c(=O)n2C do in these assays?
MITF inh: -1.8; FBW7 act: 0.1; TEAD-YAP block: 5.6; GPR151 ag: 0.0

Results for CCOc1ccc2nc(SCc3cccc(-c4ccccc4)c3C)sc2c1 ?
MITF inh: 7.0; FBW7 act: -0.1; TEAD-YAP block: 4.9; GPR151 ag: -1.3

What do the screens show for `COC(=O)CSc1nnc(CSc2nc(C)cc(C)n2)n1-c1ccc(F)cc1`?
MITF inh: 4.3; FBW7 act: 0.8; TEAD-YAP block: 1.3; GPR151 ag: -0.5

What do the screens show for `COc1c(S(=O)(=O)n2nc(C)cc2C)ccc(Cl)c1Cl`?
MITF inh: 13.6; FBW7 act: 0.0; TEAD-YAP block: -6.2; GPR151 ag: 0.8

How did C=CCOc1ccc(C(=O)N/N=C/c2ccncc2)cc1 do in these assays?
MITF inh: 3.6; FBW7 act: 0.1; TEAD-YAP block: -24.9; GPR151 ag: 0.6

How did Cc1ccccc1CN1CCC(N2CCCCC2)CC1 do in these assays?
MITF inh: 32.6; FBW7 act: -0.2; TEAD-YAP block: 9.3; GPR151 ag: -0.1

What do the screens show for `COc1cc(/C=N\Nc2cc(C)c3ccccc3n2)ccc1O`?
MITF inh: -3.4; FBW7 act: 0.2; TEAD-YAP block: -1.9; GPR151 ag: 1.0

What do the screens show for `O=C(NCc1ccccn1)c1cc2c(Cl)nc3ccccc3c2s1`?
MITF inh: -7.2; FBW7 act: 0.1; TEAD-YAP block: 5.8; GPR151 ag: 1.2

How did Cn1c2ccccc2c2ccc(C(=O)N3CCn4c(CO)nnc4C3)cc21 do in these assays?
MITF inh: -9.9; FBW7 act: -0.2; TEAD-YAP block: -2.8; GPR151 ag: -0.7

How did O=C(NC(=S)Nc1nc(-c2ccccc2)cs1)c1cccs1 do in these assays?
MITF inh: 10.2; FBW7 act: 0.2; TEAD-YAP block: -6.6; GPR151 ag: 0.3

What do the screens show for `CC1CN(c2ccc([N+](=O)[O-])cc2)CCN1S(=O)(=O)c1ccc2ccccc2c1` (stereo unspecified)?
MITF inh: -8.0; FBW7 act: 0.1; TEAD-YAP block: -5.7; GPR151 ag: -0.4

Five compounds drawn at random from the list so far, as already listed:
What do the screens show for `COC(=O)CSc1nnc(CSc2nc(C)cc(C)n2)n1-c1ccc(F)cc1`?
MITF inh: 4.3; FBW7 act: 0.8; TEAD-YAP block: 1.3; GPR151 ag: -0.5

How did O=C(NC(=S)Nc1nc(-c2ccccc2)cs1)c1cccs1 do in these assays?
MITF inh: 10.2; FBW7 act: 0.2; TEAD-YAP block: -6.6; GPR151 ag: 0.3

How did CN1CCCCC1=NCCn1cnc2c1c(=O)n(C)c(=O)n2C do in these assays?
MITF inh: -1.8; FBW7 act: 0.1; TEAD-YAP block: 5.6; GPR151 ag: 0.0

Results for CCOc1ccc2nc(SCc3cccc(-c4ccccc4)c3C)sc2c1 ?
MITF inh: 7.0; FBW7 act: -0.1; TEAD-YAP block: 4.9; GPR151 ag: -1.3

How did C=CCOc1ccc(C(=O)N/N=C/c2ccncc2)cc1 do in these assays?
MITF inh: 3.6; FBW7 act: 0.1; TEAD-YAP block: -24.9; GPR151 ag: 0.6

New compounds follow.
How did COc1ccc2c(c1)NC(C)(C)c1sn(-c3ccccc3C)c(=S)c1-2 do in these assays?
MITF inh: 3.5; FBW7 act: -0.5; TEAD-YAP block: -18.9; GPR151 ag: 0.9

How did Cc1nc(N2CCN(c3ccccn3)CC2)c2c(C)c(C(=O)N3CCCc4ccccc43)sc2n1 do in these assays?
MITF inh: 14.4; FBW7 act: 0.1; TEAD-YAP block: 4.6; GPR151 ag: -1.4

Results for Cc1ccc(N(CC(=O)NCc2ccco2)S(=O)(=O)c2ccc(Cl)cc2)cc1 ?
MITF inh: 10.4; FBW7 act: -0.2; TEAD-YAP block: -4.1; GPR151 ag: 1.4

What do the screens show for `CCCN(CCC)C(=O)c1cc2c(n(-c3ccccc3)c1=O)CC(C)(C)CC2=O`?
MITF inh: -4.0; FBW7 act: 0.2; TEAD-YAP block: -4.4; GPR151 ag: -0.7

How did N#CC1=C(N)N(c2ncn[nH]2)C2=C(C(=O)CC(c3ccccc3)C2)C1c1ccccc1Cl (stereo unspecified) do in these assays?
MITF inh: -6.0; FBW7 act: -0.1; TEAD-YAP block: 5.5; GPR151 ag: 0.2

What do the screens show for `COc1cccc(-c2nn(CN3CCOCC3)c(=S)n2-c2ccccc2)c1`?
MITF inh: 9.0; FBW7 act: 0.1; TEAD-YAP block: 6.8; GPR151 ag: 0.8

What do the screens show for `CCOc1ccc(NC(=O)C2CC(=O)N(Cc3ccc4c(c3)OCO4)C(=Nc3ccc(OC)cc3)S2)cc1` (stereo unspecified)?
MITF inh: -4.5; FBW7 act: 0.3; TEAD-YAP block: -9.3; GPR151 ag: 2.1

Results for CS(=O)(=O)N1CCN=C1SCc1c(F)cccc1Cl ?
MITF inh: -0.1; FBW7 act: -0.1; TEAD-YAP block: 5.1; GPR151 ag: 1.3

Results for O=C(N1CCC(c2ncncc2-c2ccncc2)CC1)C1(c2cccc(F)c2)CCCC1 ?
MITF inh: 10.8; FBW7 act: 0.1; TEAD-YAP block: -4.6; GPR151 ag: -1.0

What do the screens show for `CCCN(CCC)S(=O)(=O)c1ccc(Cl)c(OC)c1`?
MITF inh: -0.6; FBW7 act: 0.0; TEAD-YAP block: -0.4; GPR151 ag: 1.6

What do the screens show for `CCN1C(=O)c2cccc3c(NC(=O)Nc4ccc(Cl)cc4)ccc1c23`?
MITF inh: 5.1; FBW7 act: 0.0; TEAD-YAP block: 3.6; GPR151 ag: 1.0

How did CNC(=O)CC1C(=O)N(c2ccc(Cl)cc2)C(=S)N1CCc1ccc(OC)c(OC)c1 (stereo unspecified) do in these assays?
MITF inh: -0.8; FBW7 act: 0.1; TEAD-YAP block: 1.0; GPR151 ag: 1.1

Results for NNC(=O)CN1C(c2ccccc2)=Nc2ccc(Br)cc2C1c1ccccc1 (stereo unspecified) ?
MITF inh: 21.1; FBW7 act: 0.2; TEAD-YAP block: 7.4; GPR151 ag: 1.8

Results for COc1ccccc1NC(=O)c1cc(S(=O)(=O)NCCc2ccc(OC)c(OC)c2)ccc1F ?
MITF inh: -16.4; FBW7 act: 0.0; TEAD-YAP block: -0.8; GPR151 ag: -0.5

How did COc1ccc(-c2cnc(S(=O)CC(=O)NCc3ccc(F)cc3)n2C)cc1 (stereo unspecified) do in these assays?
MITF inh: 7.9; FBW7 act: 0.1; TEAD-YAP block: 0.7; GPR151 ag: 0.8

How did COc1ccc(OC)c(NC(=O)c2ccc3c(c2)C(=O)N(c2ccccn2)C3=O)c1 do in these assays?
MITF inh: -2.5; FBW7 act: -0.1; TEAD-YAP block: -12.1; GPR151 ag: -0.1

What do the screens show for `CC(C)(C)c1ccc(C(=S)N2CCOCC2)cc1`?
MITF inh: 7.2; FBW7 act: 1.1; TEAD-YAP block: -10.0; GPR151 ag: -0.2

Results for CSCCC(=O)N(C)C(Cc1ccc(F)cc1)C1CCN(Cc2ccccn2)CC1 (stereo unspecified) ?
MITF inh: 14.8; FBW7 act: 0.1; TEAD-YAP block: 12.1; GPR151 ag: -0.4

Results for CC(C)c1ccc(/C=C2\N=C(c3ccc(C(C)(C)C)cc3)OC2=O)cc1 ?
MITF inh: 3.7; FBW7 act: 0.0; TEAD-YAP block: 4.1; GPR151 ag: -1.0

What do the screens show for `CCOC(=O)c1c(C)[nH]c(=S)c(C#N)c1-c1ccc(OC)cc1`?
MITF inh: -12.3; FBW7 act: -0.1; TEAD-YAP block: 6.3; GPR151 ag: -0.7

Results for CC(=O)N1CC23C=CC(CC2CC12CCCCCC2)O3 (stereo unspecified) ?
MITF inh: 4.1; FBW7 act: -0.3; TEAD-YAP block: 5.4; GPR151 ag: -0.4

Results for Cc1ccc(C2=CN3CCN=C3S2)cc1 ?
MITF inh: -1.9; FBW7 act: -0.3; TEAD-YAP block: -4.0; GPR151 ag: 0.7

What do the screens show for `O=C(Nc1ccc2nn(-c3cccc(Cl)c3)nc2c1)c1ccc(-c2ccc([N+](=O)[O-])cc2)o1`?
MITF inh: 6.5; FBW7 act: 0.0; TEAD-YAP block: -22.1; GPR151 ag: 0.1

What do the screens show for `O=C(c1cc(-c2ccco2)on1)N1CCC(COCc2ccccc2)CC1`?
MITF inh: -5.0; FBW7 act: 0.1; TEAD-YAP block: 4.7; GPR151 ag: 4.3

What do the screens show for `O=C1NC(=S)N/C1=C/c1ccc(OCc2cccc(C(=O)O)c2)cc1`?
MITF inh: -2.9; FBW7 act: -0.2; TEAD-YAP block: -10.6; GPR151 ag: -1.1

What do the screens show for `CC(C)(C)NC(=O)CN(c1ccccc1)S(=O)(=O)c1ccccc1[N+](=O)[O-]`?
MITF inh: 0.3; FBW7 act: 0.0; TEAD-YAP block: -9.7; GPR151 ag: -0.3

Results for CCCS(=O)(=O)N1CCCc2cc(NC(=O)c3cccc(Br)c3)ccc21 ?
MITF inh: -2.7; FBW7 act: -0.2; TEAD-YAP block: -17.5; GPR151 ag: 0.0

What do the screens show for `O=c1c(Cl)c(C(F)(F)F)oc2ccc([N+](=O)[O-])cc12`?
MITF inh: 19.8; FBW7 act: 0.7; TEAD-YAP block: -5.1; GPR151 ag: -0.1

What do the screens show for `COC(=O)c1c(NC(=O)Cc2cccs2)sc2c1CCCC2`?
MITF inh: -15.2; FBW7 act: 0.0; TEAD-YAP block: -15.3; GPR151 ag: -0.6

Results for CC(Oc1ccc(Cl)cc1Cl)C(=O)Nc1ccc(S(=O)(=O)N2CCOCC2)cc1 (stereo unspecified) ?
MITF inh: -10.4; FBW7 act: 0.1; TEAD-YAP block: 8.1; GPR151 ag: 4.3

Results for COc1ccc(Cl)cc1S(=O)(=O)N1CCN(CC(=O)Nc2ccc(Cl)c(C(F)(F)F)c2)CC1 ?
MITF inh: -2.9; FBW7 act: -0.1; TEAD-YAP block: 17.3; GPR151 ag: 1.8

What do the screens show for `Cc1nc(NCCNC(=O)Nc2ccccc2)c2c3c(sc2n1)CCCC3`?
MITF inh: -3.4; FBW7 act: 0.2; TEAD-YAP block: 10.2; GPR151 ag: -0.1

What do the screens show for `Nc1cccc(-c2cnc3ccc(NC4CCOCC4)nn23)c1`?
MITF inh: 3.5; FBW7 act: -0.5; TEAD-YAP block: 4.1; GPR151 ag: 0.3

How did O=C(NCC1CCCO1)C1C2C=CC3(CN(Cc4cccs4)C(=O)C13)O2 (stereo unspecified) do in these assays?
MITF inh: 18.1; FBW7 act: 0.1; TEAD-YAP block: 8.2; GPR151 ag: 0.4

Results for Cc1cc(C)c(CSc2nnnn2-c2ccc(C(=O)O)cc2)c(C)c1 ?
MITF inh: 6.3; FBW7 act: 0.0; TEAD-YAP block: 9.2; GPR151 ag: -0.3
